# CHO-K1 Ca antag = nonselective inhibitor or artifact in parental CHO-K1 cells; hit rate 0.6% among 360,000; inhibition, % at 3 µM; AID 602250; ATP-induced calcium, Fluo-8 fluorescence;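 active = inhibition above a per-plate cutoff, the plate's mean sample inhibition plus 3 SD, cut at about 24% in these data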;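 also: 0% = DMSO plus EC80 ATP and 100% = DMSO alone without ATP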
# M1 ag parental = counter-screen for M1 agonists: effect in parental CHO-K1 cells; Fluo-8 calcium fluorescence; scaled to maximal ATP response, vehicle zero; activation, % at 3 µM; hit rate 0.48% among 360,000; in the data active = activation above about 15%;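 also: untransfected CHO-K1 host cells lacking M1 receptor as counterscreen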
# GPR7 antagonist = GPR7 receptor antagonists, primary screen, cell-based, fluorescence, single concentration; Neuropeptides B/W receptor type 1 (Homo sapiens), P48145; GPR7-expressing cells, fluorescence antagonist assay; inhibition, % at 4.4 µM; hit rate 1.1% among 290,000; in the data active = inhibition above about 16%, passing the limit was not always enough;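 also: cells stimulated with the agonist NPW; 0% = agonist with vehicle and 100% = vehicle without agonist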
# OXTR ag = human OXTR agonists, primary screen, fluorescence, CHO-OTR cells, Fluo-8 calcium; Fluo-8 calcium fluorescence; normalized: DMSO 0%, oxytocin 100%; activation, % at 3 µM; hit rate 0.32% among 320,000; AID 2435, 2010;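 active = activation above the mean of all tested compounds plus 3 SD, cutoff set per screening run, cut at about 20% in these data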;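 also: peak over basal fluorescence ratio from a 100 s FLIPR kinetic read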
# Target sequence (P30559 whole entry, looked up): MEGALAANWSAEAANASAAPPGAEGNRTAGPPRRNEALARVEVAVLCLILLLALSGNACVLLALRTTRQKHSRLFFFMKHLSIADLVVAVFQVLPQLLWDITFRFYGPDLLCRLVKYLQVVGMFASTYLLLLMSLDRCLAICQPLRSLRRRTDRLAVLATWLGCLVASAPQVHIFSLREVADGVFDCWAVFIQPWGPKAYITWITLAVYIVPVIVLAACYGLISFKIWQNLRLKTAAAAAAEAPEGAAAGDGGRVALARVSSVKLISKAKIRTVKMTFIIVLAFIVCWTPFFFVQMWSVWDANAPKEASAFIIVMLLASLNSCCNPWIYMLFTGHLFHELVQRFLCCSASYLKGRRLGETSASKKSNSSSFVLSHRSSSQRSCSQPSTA
# OXTR potentiator = human OXTR potentiators, primary screen, fluorescence, CHO-OTR cells, Fluo-8 calcium. Fluo-8 calcium fluorescence, potentiator mode; 0% = oxytocin EC15, 100% = EC100. activation, % at 3 µM. hit rate 0.061% among 320,000. AID 2445, 2010;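 active = activation above that plate's cutoff, the mean activation of tested compounds plus 3 SD, cut at about 6.6% in these data, passing the limit was not always enough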;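 also: 100% uses oxytocin at 75 nM as the full agonist control; some results filed as inactive read as strong as hits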
#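 Assay system: CHO cell line stably expressing human OTR. Reagent: EC15 oxytocin agonist. Dosing: single dose, 3.0 µM nominal final compound concentration. Timing: compound 6 min at room temperature before oxytocin, 100 s read. Signal: kinetic Fluo-8 calcium fluorescence. Controls: oxytocin EC15 low and EC100 high.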
# V1R ag counter = agonists of human V1a receptor, primary screen, counter-screen for OXTR agonist project, fluorescence, CHO-V1R cells; activation, % at 3 µM; Fluo-8 calcium fluorescence, agonist mode; 0% DMSO, 100% 3 nM vasopressin; AID 2797, 2010; hit rate 0.25% among 320,000; Vasopressin V1a receptor (Homo sapiens), P37288;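 active = activation above the mean activation of all tested compounds plus 3 SD, per screening run, cut at about 20% in these data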;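 also: signal is peak over basal fluorescence ratio across a 100 second FLIPR read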
# Target sequence (P37288 whole entry, looked up): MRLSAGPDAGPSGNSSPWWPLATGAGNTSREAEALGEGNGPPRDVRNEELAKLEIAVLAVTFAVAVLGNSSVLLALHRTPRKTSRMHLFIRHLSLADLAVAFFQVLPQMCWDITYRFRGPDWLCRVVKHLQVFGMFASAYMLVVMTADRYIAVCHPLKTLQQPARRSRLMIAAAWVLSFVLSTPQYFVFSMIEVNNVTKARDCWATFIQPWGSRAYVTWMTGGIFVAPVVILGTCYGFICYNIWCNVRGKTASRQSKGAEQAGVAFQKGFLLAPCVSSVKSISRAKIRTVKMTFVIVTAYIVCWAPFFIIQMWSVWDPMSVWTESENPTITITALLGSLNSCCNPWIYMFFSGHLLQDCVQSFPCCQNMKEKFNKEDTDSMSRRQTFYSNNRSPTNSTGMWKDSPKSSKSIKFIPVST
# M1 PAM parental = nonselective calcium activators in parental CHO-K1 cells, primary screen, counter-screen for M1 PAM project, cell-based, Fluo-8 calcium fluorescence, full deck, 1536-well; hit rate 0.02% among 360,000; ATP EC20; 0% at ATP EC20, 100% at ATP max; activation, % at 3 µM; AID 602247, 2012;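 active = activation above the run cutoff, the mean activation of all test compounds plus 3 SD, cut at about 40% in these data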;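 also: peak over basal fluorescence ratio in a 140 s read after ATP addition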
# CHO parental Ca = ATP-evoked calcium signal inhibitors, parental CHO, primary screen, counter-screen for OX1R antagonist project, cell-based, fluorescence, Fluo-8 calcium dye | parental CHO-K1, ATP-induced calcium, Fluo-8 fluorescence | inhibition, % at 5.6 µM | hit rate 0.63% among 330,000 | AID 463079, 2010;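 active = inhibition above that plate's mean sample inhibition plus 3 SD, cut at about 26% in these data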;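 also: 0% = ATP-challenged DMSO wells and 100% = DMSO wells without ATP; some compounds past the cut are filed as inactive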
#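 Test system: untransfected parental CHO cell line. Compound: one dose, 5.6 µM nominal. Detection: intracellular calcium via Fluo-8 no-wash fluorescent dye. Measure: % inhibition. Benchmarks: ATP-challenged DMSO wells low, unchallenged DMSO wells high.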
# TAAR1 antag = human TAAR1 antagonists, primary screen, Fluo-8 calcium fluorescence, CHO RD-HGA16 cells | Trace amine-associated receptor 1 (Homo sapiens), Q96RJ0 | antagonist | inhibition, % at 3 µM | hit rate 1.5% among 360,000;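 active = inhibition above a per-plate cutoff, the mean inhibition of test compounds on that plate plus 3 SD, cut at about 49% in these data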;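 also: 0% = DMSO plus EC80 beta-PEA response and 100% = DMSO alone without agonist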
#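 test system = CHO RD-HGA16 cells bearing hTAAR1 | replication = singlicate | controls = DMSO-only wells and EC80 β-PEA-stimulated wells | reagent = EC80 β-phenethylamine stimulus | read-out basis = percent inhibition of PEA-evoked calcium signal, max/basal emission ratio | schedule = seeding 17-24 h prior, 75-min 37 °C, 30-min RT dye loading | signal = kinetic Fluo-8 calcium fluorescence measurement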
# An asterisk follows results filed as active; nt = no result given.
SMILES,CHO-K1 Ca antag,M1 ag parental,GPR7 antagonist,OXTR ag,OXTR potentiator,V1R ag counter,M1 PAM parental,CHO parental Ca,TAAR1 antag
c1ccc(CCn2c(SCc3ccccc3)nnc2-c2ccncc2)cc1,-1,0.7,-7,1.9,-3,1.1,7,-22,-8
O=C(Cc1ccccc1)N/N=C/c1ccc2cccc(O)c2n1,20,-0.1,-2,1.8,-31,0.0,-14,-11,0
O=C(Nc1nnc(-c2ccccc2Cl)s1)c1ccccc1F,2,4.6,2,nt,nt,nt,5,nt,-19
COc1ccc(CNC(=O)C2CCC(CNS(=O)(=O)c3cccs3)CC2)cc1 (stereo unspecified),-9,3.4,-6,3.0,-6,4.6,4,-8,3
CCCS(=O)(=O)N1CCC(C(=O)NCCC(C)C)CC1,-9,0.1,-9,1.4,0,-0.5,-11,6,-14
COc1ccc2c(c1)[nH]c1c(=O)n(/N=C/c3ccc(OC)c(CN4CCCC4)c3)cnc12,-9,0.5,-7,-0.3,2,0.5,10,5,4
Cc1cc(=O)oc2cc(Oc3ncccc3[N+](=O)[O-])ccc12,-4,-0.3,-7,-0.4,-12,-0.1,6,8,12
Cc1c(-c2ccccc2)oc2c(C(=O)OCC(=O)Nc3ccc(F)cc3)cccc2c1=O,-8,-0.2,-4,-2.3,-2,-1.3,7,-23,22
CC1CCC2(CC1)NC(=O)N(CC(=O)Nc1cccc(S(=O)(=O)N3CCOCC3)c1)C2=O (stereo unspecified),-10,1.1,-13,1.3,-1,3.7,26,8,-3
Cn1cc(CNCc2cnc3ccccn23)c(-c2ccc(Oc3ccccc3)cc2)n1,14,6.7,5,0.2,-3,5.0,6,-11,4
CCOC(=O)C1C(=O)C=C(c2cccc(NS(C)(=O)=O)c2)CC1c1ccco1 (stereo unspecified),-3,4.5,-4,1.0,-15,1.5,23,-4,21
O=C(Cc1ccc(Br)cc1)Nc1nc2ccccc2[nH]1,-6,1.5,-10,1.5,-5,-1.1,10,5,-12
CCOC(=O)/C(=C\Nc1ccccc1C(F)(F)F)Sc1ncc(C(F)(F)F)cc1Cl,-7,0.9,-2,-0.3,-13,0.4,8,-8,-7
O=C1OCCN1C(=O)[C@H]1[C@H](c2ccc([N+](=O)[O-])cc2)C(c2cccc(Cl)c2)=NN1c1ccc(Br)cc1,-16,0.9,nt,nt,nt,nt,21,-2,-7
CC(=O)c1c(C)[nH]c(C(=O)OCC(=O)Nc2ccc3c(c2)OCCO3)c1C,-9,11,nt,3.6,-8,5.5,-2,0,27
Cc1ccc(-n2nc3c(=O)n(CC(=O)NC4CCCCC4)nc(C)c3c2C)cc1,-4,-0.1,1,-1.4,-2,0.1,11,-22,-17
Cc1cc(C)cc(NC2=CC(=O)CC(c3ccco3)C2)c1 (stereo unspecified),-1,0.7,13,-0.8,-14,0.6,1,-5,-2
Cc1ccc(C2=Nc3ccccc3N=C(c3ccco3)C2)c(O)c1,-18,-0.1,3,0.7,-8,0.5,19,-16,-2
O=C(c1ccc(F)cc1)N1CCN(S(=O)(=O)c2ccc(Br)cc2)CC1,-9,5.0,1,2.8,-11,3.3,24,2,11
C=CCC[C@@H](Cc1ccc(F)cc1)C(=O)OCCNC(=O)[C@@H](CC=C)CC(=O)N[C@@H](CO)Cc1ccccc1,-18,0.4,nt,-0.6,-2,1.5,15,-17,7
CCOc1ccc(NS(=O)(=O)CC23CCC(CC2=O)C3(C)C)cc1 (stereo unspecified),-11,0.5,-3,-0.8,3,-1.2,17,-10,3
Oc1ccccc1/C=N/Nc1ccnc(SCc2ccccc2)n1,0,0.2,3,-0.3,0,0.3,5,-2,28
CC1(C)Cc2ccccc2-c2c1c(=O)n(Cc1ccccc1)c1nnnn21,-8,-0.4,-10,-0.3,-3,0.3,12,-9,-10
COCC1CCCCN1Cc1cn[nH]c1-c1ccc(OC)cc1OC (stereo unspecified),-10,2.4,-14,-0.1,-3,-0.7,13,8,21
O=C(c1ccc(OC2CCN(C(=O)c3cccnc3)CC2)cc1)N1CCCCCC1,-8,2.9,-9,5.9,-5,4.5,18,-12,7

# Carrying on.
SMILES,CHO-K1 Ca antag,M1 ag parental,GPR7 antagonist,OXTR ag,OXTR potentiator,V1R ag counter,M1 PAM parental,CHO parental Ca,TAAR1 antag
Nc1ccc(CCn2ccnc2)cc1,-13,5.2,-10,-0.1,-5,0.0,18,-4,8
O=C(Nc1ccc(F)cc1)c1ccc(CSc2ccccc2)o1,7,2.5,-5,-0.5,-8,2.7,5,-6,13
O=C(c1cccc(F)c1)N1C2C=CC(C2)C1(C(F)(F)F)C(F)(F)F (stereo unspecified),-7,0.1,-2,-1.3,2,0.1,11,8,-4
COC(=O)C1=C(C)N(c2cc(C)cc(C)c2)/C(=C/c2ccc(O)cc2)C1=O,5,1.4,-13,-0.2,-1,3.5,21,-13,0
CC(C)(C)c1ccc(S(=O)(=O)N2C=CC(C(F)(F)F)=NCC2)cc1,11,1.8,16,5.8,-18,6.0,5,7,-2
Cn1ccc(C(=O)N2CCCc3ccccc32)n1,-11,0.6,-6,0.5,-13,0.8,19,-11,-8
CCCCNC(=O)c1c[nH]c2ccc(S(=O)(=O)N3CCOCC3)cc2c1=O,-18,1.6,-4,-0.1,-3,-0.5,21,-1,-3
COc1ccccc1C(=O)Nc1c(C)n(C)n(-c2ccccc2)c1=O,-11,0.5,6,1.2,2,-0.4,5,-5,2
CCCCn1c(N)c(N(CCOC)C(=O)c2cc3ccccc3cc2OC)c(=O)[nH]c1=O,13,-0.2,nt,0.3,-6,-1.2,-18,11,-4
CC1C(=O)Nc2ccc(S(=O)(=O)Nc3ccccc3Br)cc2NC1=O (stereo unspecified),-7,0.9,-9,-0.1,-5,0.9,12,11,-32
CCN1CCN(C(=O)CS(=O)Cc2nc(-c3cccc(C)c3)oc2C)CC1 (stereo unspecified),-9,1.2,-4,-0.5,-5,-0.3,-3,-24,-11
NC(=O)C1=C[C@H](c2csc3ccccc23)C[C@H](OCc2ccc(CO)cc2)O1,-19,16*,28,26*,-19,14,8,1,50*
Cc1cc(C(=O)NNC(=O)c2cccc(Cl)c2)no1,-11,0.4,-7,0.2,1,0.8,17,-11,-14
CC1CCCCC1N1CCN(C(=O)c2cccc(F)c2)CC1 (stereo unspecified),-9,0.6,-11,0.6,0,1.2,24,-12,9
C(=C\CSc1nnnn1-c1ccccc1)/CSc1nnnn1-c1ccccc1,1,1.2,-5,2.5,-3,3.7,11,0,9
O=C(Oc1ccc(-c2cn3c(n2)SCC3)cc1)c1ccccc1,3,5.6,18*,27*,-12,13,-2,15,19
CCc1ccccc1OCCCCN1CCCCC1,-1,0.3,0,2.0,5,0.2,1,-12,4
Cn1c(SCC(=O)Nc2ccc(F)cc2)nnc1C1CC1,-4,4.5,-2,0.8,0,-0.5,11,-6,-11
O=C(Cc1ccccc1F)Nc1ccc(S(=O)(=O)N2CCCC2)cc1,-9,2.0,nt,2.0,-7,2.0,15,-2,18
O=[N+]([O-])c1ccc2c(c1)C=C1CCCCC1(N1CCCCC1)O2 (stereo unspecified),1,0.1,-3,-2.9,0,-0.8,1,-7,-5
CN(c1ccccc1)S(=O)(=O)c1cccc(NS(=O)(=O)c2cccc(C(=O)O)c2)c1,-4,0.5,nt,0.3,-3,0.0,8,-11,8
Cc1cc(O)ccc1C1(c2ccc(O)cc2C)OC(=O)c2ccccc21,13,5.8,15,7.2,-8,5.8,10,-6,14
Cc1cc(NC(=S)Nc2cccc3ccccc23)n[nH]1,7,4.1,-14,5.8,-3,5.5,-1,10,11
CC1Cc2cc(/C(O)=C3\C(=O)C(=O)N(CCN4CCOCC4)C3c3ccccc3F)ccc2O1 (stereo unspecified),-14,0.9,11,0.5,-5,1.1,19,-10,-7
COc1ccccc1C1C(C(N)=O)=C(C)Nc2nc(CCCO)nn21 (stereo unspecified),-6,-0.3,-15,2.7,-12,1.4,-9,0,-10

# Not a retest: four of the compounds above.
SMILES,CHO-K1 Ca antag,M1 ag parental,GPR7 antagonist,OXTR ag,OXTR potentiator,V1R ag counter,M1 PAM parental,CHO parental Ca,TAAR1 antag
Cc1cc(O)ccc1C1(c2ccc(O)cc2C)OC(=O)c2ccccc21,13,5.8,15,7.2,-8,5.8,10,-6,14
Cc1cc(NC(=S)Nc2cccc3ccccc23)n[nH]1,7,4.1,-14,5.8,-3,5.5,-1,10,11
CC1Cc2cc(/C(O)=C3\C(=O)C(=O)N(CCN4CCOCC4)C3c3ccccc3F)ccc2O1 (stereo unspecified),-14,0.9,11,0.5,-5,1.1,19,-10,-7
COc1ccccc1C1C(C(N)=O)=C(C)Nc2nc(CCCO)nn21 (stereo unspecified),-6,-0.3,-15,2.7,-12,1.4,-9,0,-10

# The list continues:
SMILES,CHO-K1 Ca antag,M1 ag parental,GPR7 antagonist,OXTR ag,OXTR potentiator,V1R ag counter,M1 PAM parental,CHO parental Ca,TAAR1 antag
COc1ccc(NC(=O)CN(C)C(=O)c2cc(CN3C(=O)c4ccccc4C3=O)ccc2OC)cc1,-4,0.3,nt,-0.8,4,-0.4,2,-26,-14
CCC(C)NC(=O)CN1C(=O)CC(C)(C)S(=O)(=O)c2ccccc21 (stereo unspecified),-9,0.2,-5,0.4,-2,0.3,11,-2,5
Cc1ccc(N(C(=O)Cn2nnc(-c3ccc(F)cc3)n2)C(CC(C)C)C(=O)NCC2CCCO2)cc1 (stereo unspecified),-14,1.7,-16,-0.7,-15,1.0,26,-29,-6
O=C(Cn1cc(COc2ccc(Br)cc2)nn1)c1ccc(O)cc1,10,0.7,nt,nt,nt,nt,-8,nt,4
CC(=O)c1c(N2CCCC2)[nH]c(-c2ccccc2)nc1=S,-5,0.8,11,-1.3,-4,-0.4,10,-15,23
O=C(NCc1ccccc1)c1cccc(NC(=O)C2CC2)c1,-6,0.1,nt,nt,nt,nt,-9,nt,12
CCOc1cc(NC(=S)NCCCN2CCOCC2)c(OCC)cc1NC(=O)c1ccccc1C,-5,0.0,-13,0.6,2,-0.2,6,-18,4
ClC1CCCCC1n1nnc2ccccc21 (stereo unspecified),-4,2.4,nt,0.0,-8,-1.1,13,5,-10
COc1ccc(NC(=O)C2Cc3c(-c4ccc(Cl)cc4)ccnc3O2)cn1 (stereo unspecified),-2,1.6,nt,nt,nt,nt,9,nt,-13
CCN(Cc1ccccc1)C(=O)c1ccccc1C,-7,0.2,-3,-1.6,-5,-1.4,17,-13,5
O=C(CNC(=O)c1ccc(Cl)cc1Cl)OCc1ccccc1,11,0.0,nt,-1.5,-3,-1.2,-6,-16,-33
